High-throughput results (PubChem)
KDM4E inh – inhibitors of human JMJD2E histone demethylase; B2RXH2; JMJD2E catalytic domain, FDH-coupled NADH fluorescence (FDH is formaldehyde dehydrogenase); Potency, µM (titrated, usually from 57.1 µM), for inactives: at the highest dose activity change, negative = inhibition, most hits filed as inhibitors; hit rate 1.6% among 230,000; AID 2147; active = well fitted inhibition curve with a large enough effect, not every such curve was filed as active; inconclusive = small, poorly fitted or top-dose-only effect, or another doubt; inactive = no such curve, though single readings can be large or run the other way;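 note: 0% = wells with enzyme and -100% = buffer wells without enzyme; nearly all actives have a fitted effect of over 50% in size; many of its hits are not listed in these tables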
SMN2 splice up – SMN2 splice variant enhancement; HEK293 SMN2-luciferase splicing reporter, luminescence, 30-36 h; Potency, µM (titrated, usually from 46.1 µM), without a hit: top-dose activity change, positive = activation, hits mostly activators; hit rate 2.8% among 210,000; note: % of control where 0% means no effect; nearly all actives have a fitted effect of over 55% in size
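qHTS luciferase splicing reporter: luminescence rises when SMN2 exon 7 is included in transfected HEK293 cells. Compound exposure lasted 30-36 h at 37C, with 4.5 mM final sodium butyrate as control, followed by a ONE-Glo read.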
Epigenetic derep – epigenetic control regulation, reporter derepression | Potency, µM (series often up to 53.9 µM), for the others: top-dose GFP activation, usual class: activators | hit rate 0.2% among 280,000 | murine LDR cells, GFP reporter derepression, 30 h; note: % of control where 0% means no effect; nearly all actives have a fitted effect of over 60% in size
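Reporter derepression read as number of fluorescent GFP-positive objects, 20-120 um in size, counted by laser-scanning cytometer. Mouse LDR line with an epigenetically silenced CMV-GFP locus; compound incubation 30 h, 37 C.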
NPSR antag – neuropeptide S receptor (human) antagonism, cAMP; hit rate 1% among 220,000; CHO-NPSR cells, cAMP TR-FRET, antagonist mode; Potency, µM (top dose mostly 38.3 µM), for the others: at the highest dose activity change, negative = inhibition, actives largely listed as inhibitors; Q6W5P4; note: % is set by controls: 0 for no effect and ±100 for the full control effect; nearly all actives have a fitted effect of over 50% in size; many of its hits are not listed in these tables
Target sequence (Q6W5P4 whole entry, looked up): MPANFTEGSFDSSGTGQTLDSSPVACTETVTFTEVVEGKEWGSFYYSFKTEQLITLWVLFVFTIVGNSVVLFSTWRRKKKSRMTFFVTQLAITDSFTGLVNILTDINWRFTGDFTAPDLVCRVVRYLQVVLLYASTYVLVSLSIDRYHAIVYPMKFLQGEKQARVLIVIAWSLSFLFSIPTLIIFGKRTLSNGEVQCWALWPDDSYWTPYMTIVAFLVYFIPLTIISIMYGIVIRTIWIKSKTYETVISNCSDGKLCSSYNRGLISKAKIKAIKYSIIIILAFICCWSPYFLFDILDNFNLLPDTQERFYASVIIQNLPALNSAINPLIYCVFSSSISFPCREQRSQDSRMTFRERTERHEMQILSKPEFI
KinaseGlo FLuc – counter-screen: inhibitors of Kinase-Glo firefly luciferase; hit rate 0.28% among 200,000; Potency, µM (highest dose often 38.3 µM), inactives show top-dose activity change, negative = inhibition, most hits filed as inhibitors; Q27757; Kinase-Glo luciferase, ATP luminescence, 8 min; note: % is set by controls: 0 for no effect and ±100 for the full control effect; nearly all actives have a fitted effect of over 60% in size
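Compound is pinned into ATP-containing buffer (10 uM ATP, imidazole pH 7.2, 7 mM MgCl2). Kinase-Glo luciferase reagent is then added. Light output is recorded following an 8-min room-temperature incubation.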
IMPase Li cell – IMPase inhibition in cells with lithium potentiation | CHO-M1 cells, IP1 TR-FRET (IP-One), carbachol + lithium | Potency, µM (highest dose often 59.4 µM), inactives show top-dose activity, negative = IMPase inhibition, usual class: inhibitors | hit rate 0.35% among 210,000 | AID 1457;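 note: IP1 builds up when IMPase is blocked and the TR-FRET signal falls; plate controls were basal vehicle for no effect and high inhibitor control for full effect; nearly all actives have a fitted effect of over 50% in size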
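Lithium-sensitised IP1 accumulation assay; M1-expressing CHO cells treated 30 min at 37C with compound. Competitive antibody detection by time-resolved FRET followed a 10 min room-temperature lysis step.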
RECQ1 helicase – RECQ1 (human) helicase inhibition. RECQ1 DNA unwinding, red fluorescence kinetic read. hit rate 0.54% among 240,000. P46063. AID 2549. Potency, µM (titrated, usually from 57.3 µM), without a hit: at the highest dose activity, negative = inhibition, actives largely listed as inhibitors;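 note: plate controls were vehicle for no effect and no enzyme for full effect; nearly all actives have a fitted effect of over 30% in size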
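50 nM RECQ1T1 preincubated 15 min with compound in Tris pH 8.0 buffer with MgCl2, DTT, Tween-20 and 2.5 ug/ml poly(dI-dC); started with 200 nM TAMRA/BHQ-2 forked duplex and 2 mM ATP. Unwinding read as fluorescence (525/598 nm), two reads 2 h apart.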
GoLoco inh red – inhibitors of human Gai1-RGS12 GoLoco interaction (red fluorophore) | P63096 | Gai1:RGS12 GoLoco peptide FP, rhodamine, 10 min | Potency, µM (doses to about 61.6 µM), inactives show top-dose activity, negative = inhibition, hits mostly inhibitors | hit rate 0.44% among 230,000 | AID 880; active = well fitted inhibition curve with a large enough effect, not every such curve was filed as active; inactive = no such curve, though single readings can be large or run the other way; note: % is set by controls: 0 for no effect and ±100 for the full control effect; nearly all actives have a fitted effect of over 30% in size; many of its hits are not listed in these tables
Target sequence (P63096 whole entry, looked up): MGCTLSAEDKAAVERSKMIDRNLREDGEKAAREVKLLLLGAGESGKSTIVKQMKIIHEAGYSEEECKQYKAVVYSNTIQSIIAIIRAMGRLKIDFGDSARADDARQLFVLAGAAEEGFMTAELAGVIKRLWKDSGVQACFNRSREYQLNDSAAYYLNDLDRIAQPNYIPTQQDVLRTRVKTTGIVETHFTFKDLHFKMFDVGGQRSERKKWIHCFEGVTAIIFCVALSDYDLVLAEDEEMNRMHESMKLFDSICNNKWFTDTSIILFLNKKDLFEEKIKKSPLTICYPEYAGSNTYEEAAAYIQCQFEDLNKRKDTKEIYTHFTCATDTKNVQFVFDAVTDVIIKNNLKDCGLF
An asterisk follows results filed as active; i = inactive; u = inconclusive; x = no result given; [ ] = another dose, or the depositor's remark. Unless noted, calls come from the whole dose curve; as a rule, active = well fitted curve in the direction sought with a large enough effect; inconclusive = small, poorly fitted or top-dose-only effect, or another doubt; inactive = no such curve, though single readings can be large; an effect the other way counts as inactive or inconclusive. Potency is the fitted concentration of half-maximal effect. A portion of the library; count on the stated rates, not on these rows.

SMILES | KDM4E inh | SMN2 splice up | Epigenetic derep | NPSR antag | KinaseGlo FLuc | IMPase Li cell | RECQ1 helicase | GoLoco inh red
COc1cc(S(=O)(=O)N(Cc2ccc(C)cc2)Cc2ccco2)ccc1-n1cnnn1 | -1% | -15% | -4.6% | -26%[46.1 µM] | 7% | -5%[38.3 µM] | -8% | 3%
COc1ccccc1-c1nnc2n1N=C(C)CS2 | 2% | -13% | -0.9% | 5%[46.1 µM] | 0% | -13%[38.3 µM] | 18% | 2%
COc1cc(NC(=O)c2ccccc2)c(OC)cc1NC(=O)CN1CCN(c2ccccn2)CC1 | -25% | -36%[inhibitor] | -0.2% | -25%[46.1 µM] | -5% | -2%[38.3 µM] | i | 43%[activator]
CCOC(=O)C1=C(CC)Nc2ccccc2N=C1NC(=O)Nc1ccccc1OC | 7% | 4% | -7.9% | -14%[46.1 µM] | 4% | 28%[38.3 µM] | -13% | 6%
CCCCn1c(CNC(=O)C23CC4CC(CC(C4)C2)C3)nnc1SCC(=O)Nc1nnc(C)s1 | 8% | 6% | -0.8% | 9%[46.1 µM] | 1% | 26%[38.3 µM] | -2% | -3%
Cc1ccc(C(=O)NCC(=O)OCC(=O)Nc2ccc(Cl)cc2C(F)(F)F)cc1C | -13% | 15% | -0.2% | 6% | 1% | 3% | -5% | 14%
Cc1ccc(N2CC(=O)N(c3ccc(C)cc3)CC2=O)cc1 | 7% | x | 0.4% | -21% | x | x | 14% | 2%
Cc1ccccc1C1CC(=O)Oc2cc(C)c(Cl)c(C)c21 (stereo unspecified) | x | x | 1.0% | x | 0%[39.9 µM] | 21% | -3%[81.1 µM] | 8%[88.7 µM]
N#Cc1nc(Cc2ccccc2)oc1N1CCC(Cc2ccccc2)CC1 | 3% | -23% | 0.4% | -18%[46.1 µM] | 0% | 11%[38.3 µM] | -7% | 4%
CCOC(=O)Cc1nnc(NC(=O)C(CC)Sc2nc(C)cc(C)n2)s1 (stereo unspecified) | 4% | -9% | -3.1% | -5%[46.1 µM] | 1% | -4%[38.3 µM] | -3% | -4%
CCOc1ccccc1C(=O)Nc1cc(OC)ccc1OC | u | -18% | 1.0% | u | -1% | 4%[38.3 µM] | -9% | 5%
CCc1c(C)sc(NC(=O)CSc2nc3c(c(C(F)(F)F)n2)CCc2ccccc2-3)c1C#N | 1% | 10% | 0.6% | -5%[46.1 µM] | 10% | u | 0% | -5%
CCn1c(C)nc2cc(C(=O)NNS(=O)(=O)c3ccc(C)cc3C)ccc21 | 1% | -5% | 1.0% | -3%[46.1 µM] | -2% | 14%[38.3 µM] | i | 166%[activator]
C=CCN(CC=C)CCOc1cccc2ccccc12 | u | 10% | 2.4% | -3% | -1% | 12% | 0% | 0%
CC(C)N(CCCNC(=O)c1ccc(N2CCCC2=O)cc1)Cc1ccccc1 | -4% | -9% | -1.1% | 17% | -2% | 8% | 0% | 14%
Cc1ccc(CNCC2CCCO2)s1 (stereo unspecified) | 3% | -26% | 1.8% | 13%[46.1 µM] | 5% | 43%[activator][38.3 µM] | -5% | -10%
COc1ccccc1NC(=O)N1CCCC(c2nc3c(nnn3Cc3ccc(C)cc3)c(=O)[nH]2)C1 (stereo unspecified) | -10% | x | -2.8% | -16%[46.1 µM] | x | x | 6% | x
Cc1ccc(C(=O)NCC(=O)OCC(=O)NCC(F)(F)F)cc1 | -2% | 24% | 1.1% | 8% | 5% | 1% | -9% | 3%
Cn1c(SCC(=O)NCc2ccc3c(c2)OCO3)nnc1-c1cc2ccccc2cc1O | 0% | 4% | -1.3% | -15%[46.1 µM] | -6% | 2%[38.3 µM] | -1% | -13%
CCCN(CCC)CC(=O)N1CC(=O)Nc2ccccc21 | -17% | x | 0.1% | -5% | x | x | -7% | 6%
CCOc1ccc(CC(=O)Nc2c(C(N)=O)oc3ccc(Br)cc23)cc1OCC | -3% | -24% | 2.7% | 17%[46.1 µM] | -2% | -16%[38.3 µM] | -5% | 5%
COc1ccc2[nH]c(C)c(CN3CCCCC3)c(=O)c2c1 | u | 6% | -1.0% | -7%[46.1 µM] | 2% | 27%[38.3 µM] | 0% | 1%
O=C(Oc1ccc(Br)cc1)C1CC(=O)N(c2ccc(F)cc2)C1 (stereo unspecified) | -2% | 2% | 0.9% | 11%[46.1 µM] | -2% | 10%[38.3 µM] | 4% | -1%
Cc1nn(Cc2ccc(C(=O)NN)o2)c(C)c1Cl | 11% | x | 5.9% | -5% | x | x | -4% | 3%
Cc1sc(NC(=S)NC(=O)C2CCCCC2)c(C(N)=O)c1C | 3% | u | 1.0% | -47% | -3% | u | -1% | 12%

Additional results:
SMILES | KDM4E inh | SMN2 splice up | Epigenetic derep | NPSR antag | KinaseGlo FLuc | IMPase Li cell | RECQ1 helicase | GoLoco inh red
Nc1nnc(Cc2ccc(F)cc2)s1 | 4% | x | -1.1% | 3% | x | x | -10% | 9%
CCN1C(=O)/C(=C\c2ccc(-c3ccc([N+](=O)[O-])cc3OC)o2)SC1=Nc1cccc(C(=O)O)c1 | -25% | 6% | -0.4% | -37% | -9% | 19% | -3% | 14%
O=C1c2ccccc2C(Nc2ccccc2)N1c1ccc(Cl)cn1 (stereo unspecified) | u | 14% | -0.2% | u | 0% | 27%[38.3 µM] | -1% | -28%
Cc1nn(C)c(Cl)c1CN1CCN(CC(C)C)C(CCO)C1 (stereo unspecified) | 6% | x | -7.4% | -4% | 8% | -1% | -4% | -5%
CC(O)CN(C)CC/C=C1/c2ccccc2CSc2ccccc21 (stereo unspecified) | u | -10% | 1.0% | 12% | 0% | 15% | -6% | 7%
Cc1cccc(NC(=O)CN(C)S(=O)(=O)c2cnc[nH]2)c1 | 13% | -8% | -0.8% | 10%[46.1 µM] | -5% | -18%[38.3 µM] | 2% | -1%
Cc1ccc(NC(=O)C(OC(=O)c2ccccc2Cl)c2ccccc2)cc1Cl (stereo unspecified) | -10% | 8% | -1.5% | -27% | -1% | 4% | -7% | 19%
COC(=O)c1ccccc1NC(=S)N(Cc1ccc2c(c1)OCO2)Cc1cc2cc(OC)ccc2[nH]c1=O | u | -23% | -3.2% | -6% | 0% | 3% | -2% | -4%
O=[N+]([O-])c1ccccc1/C=N/NC1=NS(=O)(=O)c2ccccc21 | -2% | 19% | -5.1% | -13% | 1% | -6% | -6% | 2%
Cc1ccsc1/C=N/Nc1ncc(Cl)cc1Cl | -12% | u | -0.7% | -2%[46.1 µM] | -10% | 21%[38.3 µM] | -12% | 9%
CC(=O)C1=C(C)NC(C)=C(C(C)=O)C1c1cccs1 | 5% | 8% | 0.9% | -7%[46.1 µM] | -4% | 23%[38.3 µM] | -7% | 0%
CCN(C(=O)c1cn(C)c(=O)c2cc(OC)c(OC)cc12)c1cc(OC)ccc1OC | -4% | 1% | 3.1% | -14%[46.1 µM] | -1% | -9%[38.3 µM] | i | -12%
COc1ccc(C(=O)Nc2ccc(C(=O)NCCc3ccccc3)cc2)cc1 | 3% | x | 0.0% | 3% | -1% | -20% | -10% | 19%
O=[N+]([O-])c1ccc(N2CCN(C(=S)Nc3ccc(F)cc3)CC2)cc1 | 1% | -62%[inhibitor] | 1.1% | -19% | -3% | 25% | i | 8%
CCN(C(=O)COC(=O)c1cn(-c2ccccc2)nc1-c1ccccc1)C1CCS(=O)(=O)C1 (stereo unspecified) | -15% | 11% | 1.3% | -19% | 1% | 10% | i | 4%
CCc1nccn1Cc1cc(C=O)ccc1OC | -18% | 2% | 1.5% | 7% | 3% | 7% | i | 5%
COc1ccc(CCNC(=O)CC2Oc3ccc(Cl)cc3NC2=O)cc1OC (stereo unspecified) | 10% | 2% | 2.2% | -3%[46.1 µM] | 1% | 0%[38.3 µM] | 0% | 9%
Cc1ccc2c(c1)c(C1=NC(=S)NC1=O)c(O)n2C | 6% | -19% | -0.9% | -11% | 0% | 12% | -21% | -11%
COCCN(CCOC)c1ncnc2c1cnn2-c1ccc(Cl)cc1 | 5% | u | 0.0% | -1%[46.1 µM] | -2% | 3% | -3% | 0%
O=[N+]([O-])c1cc2c(c(CSc3nnc4ccccn34)c1)OCOC2 | -5% | 11% | 1.5% | 17% | -1% | 0% | -10% | -3%

In a second layout: results already given.
Molecule	KDM4E inh	SMN2 splice up	Epigenetic derep	NPSR antag	KinaseGlo FLuc	IMPase Li cell	RECQ1 helicase	GoLoco inh red
Cc1ccc(N2CC(=O)N(c3ccc(C)cc3)CC2=O)cc1	7%	x	0.4%	-21%	x	x	14%	2%
CCCN(CCC)CC(=O)N1CC(=O)Nc2ccccc21	-17%	x	0.1%	-5%	x	x	-7%	6%
Cc1cccc(NC(=O)CN(C)S(=O)(=O)c2cnc[nH]2)c1	13%	-8%	-0.8%	10%[46.1 µM]	-5%	-18%[38.3 µM]	2%	-1%
CCOc1ccccc1C(=O)Nc1cc(OC)ccc1OC	u	-18%	1.0%	u	-1%	4%[38.3 µM]	-9%	5%
COc1cc(S(=O)(=O)N(Cc2ccc(C)cc2)Cc2ccco2)ccc1-n1cnnn1	-1%	-15%	-4.6%	-26%[46.1 µM]	7%	-5%[38.3 µM]	-8%	3%
Cc1ccc2c(c1)c(C1=NC(=S)NC1=O)c(O)n2C	6%	-19%	-0.9%	-11%	0%	12%	-21%	-11%
C=CCN(CC=C)CCOc1cccc2ccccc12	u	10%	2.4%	-3%	-1%	12%	0%	0%
